Bioassay records (PubChem)
Neddylation inh – inhibitors of human cullin neddylation; AID 651699; TR-FRET cullin neddylation, biochemical; 0.58% of 360,000 active; calls only at 25 µM; in the data active = inhibition above about 36%
Target sequence (P61081 whole entry, looked up): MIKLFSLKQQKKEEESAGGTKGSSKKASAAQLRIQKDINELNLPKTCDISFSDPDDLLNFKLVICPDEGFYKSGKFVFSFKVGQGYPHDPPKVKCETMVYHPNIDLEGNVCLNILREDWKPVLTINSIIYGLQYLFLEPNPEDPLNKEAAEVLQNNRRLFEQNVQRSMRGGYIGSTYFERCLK
Target sequence (Q13564 whole entry, looked up): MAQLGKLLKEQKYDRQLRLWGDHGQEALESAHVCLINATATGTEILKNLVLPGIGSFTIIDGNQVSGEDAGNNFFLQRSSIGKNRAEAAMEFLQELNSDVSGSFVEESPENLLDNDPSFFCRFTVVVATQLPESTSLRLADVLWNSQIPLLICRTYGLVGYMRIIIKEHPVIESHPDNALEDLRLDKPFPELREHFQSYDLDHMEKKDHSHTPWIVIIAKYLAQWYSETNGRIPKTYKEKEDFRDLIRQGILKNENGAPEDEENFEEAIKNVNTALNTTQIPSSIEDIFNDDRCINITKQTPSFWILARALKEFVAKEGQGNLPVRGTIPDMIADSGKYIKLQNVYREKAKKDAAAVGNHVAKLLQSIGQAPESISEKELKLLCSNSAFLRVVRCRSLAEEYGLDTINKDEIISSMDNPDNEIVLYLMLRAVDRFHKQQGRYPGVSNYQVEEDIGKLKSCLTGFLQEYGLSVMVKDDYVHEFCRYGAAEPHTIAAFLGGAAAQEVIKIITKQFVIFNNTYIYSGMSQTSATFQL
CSN deneddyl inh – blocks human CSN-mediated cullin deneddylation; Purified CSN, SCF-Nedd8-OG deneddylation, fluorescence polarization; Q92905; 0.38% of 360,000 active; inhibition, % at 12.5 µM;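 active = pattern-corrected inhibition above about 35%, with an unprinted fluorescence ratio check between 0.5 and 1.5, limit read from the data, passing the limit was not always enough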;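 note: 0% = enzyme with substrate and 100% = substrate without enzyme; some results filed as inactive read as strong as hits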
Target sequence (Q92905 whole entry, looked up, one chain of several): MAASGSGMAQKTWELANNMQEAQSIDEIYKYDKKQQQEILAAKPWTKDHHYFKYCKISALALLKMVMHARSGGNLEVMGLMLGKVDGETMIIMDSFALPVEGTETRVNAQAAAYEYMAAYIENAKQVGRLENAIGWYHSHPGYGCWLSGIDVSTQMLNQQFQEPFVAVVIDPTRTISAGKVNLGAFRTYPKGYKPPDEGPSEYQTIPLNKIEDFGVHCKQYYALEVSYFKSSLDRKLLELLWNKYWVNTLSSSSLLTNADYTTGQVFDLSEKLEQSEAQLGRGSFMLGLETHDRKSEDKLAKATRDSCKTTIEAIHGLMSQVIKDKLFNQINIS
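Material: purified human Csn5 enzyme expressed in HEK293T cells / Medium: Tris buffer pH 7.5, NaCl, DTT, Tween-20, trehalose, ovalbumin / Compound dosing: 12.5 µM single point / Schedule: 90 min incubation of compound, enzyme and substrate at room temperature / Signal: fluorescence polarization of the substrate / Control set: no-enzyme wells high, enzyme-with-substrate wells low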
Rin1 Abl inh – inhibitors of human Rin1-Abl protein interaction. P00519+Q13671. TR-FRET Rin1/Abl binding, biochemical. inhibition, % at 7.35 µM. 0.4% of 360,000 active. AID 588664; in the data active = inhibition above about 5%, passing the limit was not always enough
NadD block – inhibitors of Staphylococcus aureus NadD; purified NadD enzyme, colorimetric absorbance read-out; inhibition, % at 20 µM; 0.78% of 360,000 active; AID 602399; in the data active = inhibition above about 26%; note: some compounds past the cut are filed as inactive
FAS TE block – blocks the thioesterase domain of human fatty acid synthase | 0.67% of 360,000 active | recombinant FAS-TE, OMFH fluorogenic substrate, fluorescence endpoint | inhibition, % at 15 µM;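 active = compounds whose normalised, plate-corrected inhibition of enzyme fluorescence in the single-dose primary screen is 50% or more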;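 note: 0% = DMSO with enzyme and 100% = substrate without enzyme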
Rpn11 inh – Rpn11 (human) deubiquitinase inhibition; 0.59% of 360,000 active; calls only at 20 µM; AID 588493; human 26S proteasome, Ub4-pepOG fluorescence polarization; 20S core pre-blocked with epoxomicin;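 active = inhibition at 20 µM, scaled to each plate's controls, above about 33%, limit read from the data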
SKN-1 block – inhibitors of C. elegans SKN-1; C. elegans VP596 Pgst-4::GFP/RFP ratio, acrylamide-induced, 24 h; inhibition, % at 21.8 µM; 0.49% of 360,000 active; AID 624304;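 active = interference check ratio from 0.5 to 1.5 plus GFP to RFP signal ratio inhibition reaching or exceeding a fixed threshold, cut at about 30% in these data, passing the limit was not always enough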; note: some compounds called inactive have numbers as strong as hits
PABP1 MLLE inh – blocks PAM2 peptide binding to the PABP1 MLLE domain; GST-MLLE / FITC-PAM2 fluorescence polarization; inhibition, % at 20 µM; P11940; 0.36% of 360,000 active; in the data active = inhibition above about 35%, passing the limit was not always enough;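 note: plate controls were DMSO wells with GST-MLLE for no effect and wells lacking GST-MLLE protein for full effect; some results filed as inactive read as strong as hits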
MT1-MMP act inh – MT1-MMP (human) activation inhibition; P50281; HT1080 RFP-PRO-GFP cells, GFP/RFP ratio fluorescence, overnight; percent of plate control window, DMSO zero; GFP/RFP ratio change, % at 20 µM; 0.061% of 360,000 active; AID 651647;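 active = GFP/RFP ratio change of at least 30% with cell ATP level not reduced by more than half and red fluorescence within 50% of control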; note: strong numbers were not always called active
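Material: RFP-PRO-GFP reporter HT1080 cells. Dosing: single-point 20 µM compound, 1% DMSO. Controls: DMSO and RFP-L50D-GFP cell wells. Timing: cells overnight before dosing, compound overnight, 37 °C, 5% CO2. Measure: GFP/RFP fluorescence ratio.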
* marks the source's active call; other numbers are inactive results; i = inactive; . = no result given.

Structure	Rpn11 inh	FAS TE block	CSN deneddyl inh	PABP1 MLLE inh	Neddylation inh	SKN-1 block	MT1-MMP act inh	Rin1 Abl inh	NadD block
COc1ccc(-c2oc3c(c2C(=O)OCCO)C(OCCO)CCC3)cc1 (centres undefined)	.	-11	-10	.	.	9	6	.	-3
Cc1ccc(C2C3=C(CC(C)(C)CC3=O)N(CCN3CCOCC3)C3=C2C(=O)CC(C)(C)C3)cc1	i	-15	0	0	.	-12	-5	-2	4
CN(C)S(=O)(=O)c1ccc2[nH]cc(/C=C/c3nc4ccccc4c(=O)n3-c3ccccc3)c2c1	i	6	-5	-4	.	-10	2	3	13
O=C(O)c1cccc(COc2ccc(CO)cc2Cl)c1	i	-8	1	-4	i	11	1	0	0
CC(C)NC(=O)c1c(O)c2ccccc2[nH]c1=O	i	-2	2	-1	i	2	-2	-2	-1
CCOC(=O)C1CCCN(C(=O)COC(=O)c2ccc(C#N)cc2)C1 (centres undefined)	i	-4	-5	8	i	13	0	2	8
C/C=C/c1ccc(OCCCCN(C)Cc2ccccc2)c(OC)c1	i	4	2	15	i	-13	3	-1	-7
CC1Cn2c(Cc3ccccc3)nnc2S1 (centres undefined)	i	1	-2	-25	i	-2	-1	5	2
Cc1ccc(C(=O)CSc2nc(N)cc(=O)[nH]2)cc1C	i	-4	-7	-9	i	1	0	0	-4
CC(OCCN(C)C)C(=O)C12CC3CC(CC(C3)C1)C2 (centres undefined)	i	-4	1	-8	i	8	3	-1	1

An excerpt of these results, with each value named:
Cc1ccc(C(=O)CSc2nc(N)cc(=O)[nH]2)cc1C
  Rpn11 inh = i
  FAS TE block = -4
  CSN deneddyl inh = -7
  PABP1 MLLE inh = -9
  Neddylation inh = i
  SKN-1 block = 1
  MT1-MMP act inh = 0
  Rin1 Abl inh = 0
  NadD block = -4
CC1Cn2c(Cc3ccccc3)nnc2S1 (centres undefined)
  Rpn11 inh = i
  FAS TE block = 1
  CSN deneddyl inh = -2
  PABP1 MLLE inh = -25
  Neddylation inh = i
  SKN-1 block = -2
  MT1-MMP act inh = -1
  Rin1 Abl inh = 5
  NadD block = 2
C/C=C/c1ccc(OCCCCN(C)Cc2ccccc2)c(OC)c1
  Rpn11 inh = i
  FAS TE block = 4
  CSN deneddyl inh = 2
  PABP1 MLLE inh = 15
  Neddylation inh = i
  SKN-1 block = -13
  MT1-MMP act inh = 3
  Rin1 Abl inh = -1
  NadD block = -7
CC(C)NC(=O)c1c(O)c2ccccc2[nH]c1=O
  Rpn11 inh = i
  FAS TE block = -2
  CSN deneddyl inh = 2
  PABP1 MLLE inh = -1
  Neddylation inh = i
  SKN-1 block = 2
  MT1-MMP act inh = -2
  Rin1 Abl inh = -2
  NadD block = -1

The list continues:
Structure	Rpn11 inh	FAS TE block	CSN deneddyl inh	PABP1 MLLE inh	Neddylation inh	SKN-1 block	MT1-MMP act inh	Rin1 Abl inh	NadD block
CN1C(=O)C(/C(N)=N/NC(=O)c2ccccc2)C2CC1(C)Oc1ccccc12 (centres undefined)	i	-15	-4	7	i	-11	-6	1	-5
Cc1ccccc1NS(=O)(=O)c1ccc(C(=O)N2CCN(c3ccccn3)CC2)cc1	i	-2	10	-9	i	12	6	2	-1
O=C(Nc1c2ccccc2nc2ccccc12)C(Cl)(Cl)Cl	i	-13	-5	23	.	1	3	-11	-4
CCc1[nH]nc(C(=O)N/N=C/c2ccncc2)c1C	i	-6	1	-3	i	14	0	-4	1
CN1CCN(CC#CCC(O)(c2ccccc2)c2ccccc2)CC1	i	-7	2	2	i	5	1	-3	-1
CCC(=O)NNC(=O)CCC(=O)Nc1cccc(Cl)c1C	i	-3	0	9	i	4	-3	1	5
CCc1ccc2c(c1)C(c1ccc([N+](=O)[O-])cc1)=NNC(c1ccc(F)cc1)=N2	i	19	2	-3	i	-18	1	0	8
CCOC(=O)c1ccc(CNS(=O)(=O)c2c(C)ccc3nsnc23)o1	i	-1	1	21	i	15	2	-1	1
CC(C)C[C@H](NC(=O)C1CC(=O)N(c2ccc3c(c2)OCO3)C1)C(=O)NCc1ccco1 (some centres undefined)	i	-8	8	8	i	2	-4	5	9
CC(C)C[C@H](NC(=O)c1nc[nH]c1C(=O)N[C@@H](CCCCNC(=O)OC(C)(C)C)C(=O)OC(C)(C)C)C(=O)OC(C)(C)C	i	9	1	-8	i	8	-42	0	16
CC1CN(C(=O)CCNC(=O)c2ccc(Br)cc2)CC(C)O1 (centres undefined)	i	-3	-3	2	i	11	1	3	-2
NS(=O)(=O)c1cc(C(=O)Nc2ccc3c(c2)CCC3)ccc1Cl	i	1	0	-12	i	0	0	1	-9
CCOC(=O)N1CCN(C(=O)c2ccc3c(=O)n(Cc4ccccc4OC)c(=S)[nH]c3c2)CC1	i	-1	2	-44	i	7	2	3	4
CCN(CC)C(=O)c1c(-c2ccccc2)oc2ccc(OC)cc12	i	0	-1	15	i	5	-4	-1	-7
COCCn1c(C)cc(C(=O)CN2C(=O)NC3(CCCCCC3)C2=O)c1C	i	-6	-3	-8	i	-1	6	-1	-1
C=CCn1c(-c2cc(OC)c(OC)c(OC)c2)n[nH]c1=S	i	-8	2	-24	i	18	4	-3	7
Cn1c(COc2ccc([N+](=O)[O-])cc2)nnc1SCC(=O)NCC1CCCO1 (centres undefined)	i	-6	-1	-10	i	23	1	-2	3
Cc1cc(S(=O)(=O)N2CCN(CC(=O)NCCc3cccs3)CC2)ccc1Br	i	21	-3	5	i	2	5	1	2
CC(=O)N1CCN(c2ccc(NCc3cccs3)cc2)CC1	i	-8	-1	10	i	14	21	-4	3
CC(=O)N1c2ccc(S(=O)(=O)N3CCC(C(=O)NCCc4ccc(Cl)cc4)CC3)cc2CC1C (centres undefined)	i	7	-5	8	i	11	-6	9.8*	-4
Cc1nc(/C(N)=N/OC(=O)c2cccc(Cl)c2)c(C(F)(F)F)o1	i	-2	1	0	i	-4	-2	-5	-3
COc1cc(/C=C2\SC(=O)NC2=O)ccc1Oc1cnccn1	i	-4	5	0	i	1	1	2	3
Cc1cc(NC(=O)CCC2CCCCC2)no1	i	1	-6	-13	i	7	-3	-2	-2
NC(=O)c1cc([N+](=O)[O-])ccc1NCCc1ccccc1	i	11	-2	2	i	2	3	-5	-6
c1cnc2c(Oc3ncnc4sccc34)cccc2c1	i	-3	6	11	i	3	4	2	-6
O=C(Nc1ccc2c(c1)OCO2)C1CCN(S(=O)(=O)Cc2ccccc2)CC1	i	-3	-4	8	i	7	-3	1	-3
CC(C)(C)C(=O)NCC12C=CC(O1)C1C(=O)N(c3ccccc3)C(=O)C12 (centres undefined)	i	-6	1	18	i	12	0	-5	2
COc1cc(S(=O)(=O)NCc2ccc3c(c2)OCO3)ccc1F	i	1	4	2	i	-3	-1	-1	-1
COc1cccc(NC(=O)C2Cc3ccccc3CN2C(=O)c2ccco2)c1 (centres undefined)	i	-3	-4	-7	i	0	4	2	6
CC1CCc2nc(NC(=O)c3ccc(N4C(=O)CCC4=O)cc3)sc2C1 (centres undefined)	i	0	4	-2	i	0	5	3	2
COC(=O)c1ccc(-n2c(C)cc(C(=O)CSc3ccc(NC(C)=O)cc3)c2C)cc1	i	9	0	29	i	10	-2	3	-7
COc1ccc(COC(=O)c2c(C)nn(-c3ccccc3)c2Cl)cc1	i	20	2	2	i	25	-3	-1	4
CN(C(=O)c1ccc2c(c1)CCN2S(C)(=O)=O)c1ccccc1	i	-7	-6	11	i	4	2	-2	1
Nc1ccn(C2CCCO2)c(=O)n1 (centres undefined)	i	-4	-4	5	i	8	-1	3	3
O=C(OCC(=O)N1CCN(c2ccccc2)CC1)c1cccc(Cl)c1	i	8	-4	-5	i	1	0	0	9
CC(=O)Nc1cc(C(=O)N2CCc3ccccc3C2)ccc1Sc1ccc(F)cc1	i	11	-9	-6	i	-13	2	-2	-2
CCCS(=O)(=O)N1CCCC(C(=O)N2CCN(c3ccccn3)CC2)C1 (centres undefined)	i	-4	4	11	i	1	3	1	4
CCC1CCCCN1C(=O)COc1c(Br)cc(Br)c2cccnc12 (centres undefined)	i	12	-3	5	i	-7	3	-7	14
O=C(NNC(=O)C12CC3CC(CC(O)(C3)C1)C2)c1csc(N2CCOCC2)n1	i	-8	3	9	i	0	1	-3	-12
Cc1ccc(CNc2ccccc2C(=O)O)s1	i	-6	0	3	i	-6	2	3	-1
COc1ccc(CNC(=S)Nc2ccc(-c3ccccc3)cc2)cc1	i	13	-6	-34	i	-6	4	-2	-6
CCN1CCN(C(=O)/C(C#N)=C/c2ccc(OC(F)F)cc2)CC1	i	3	6	7	i	8	-1	0	-2
Cc1nn(-c2ccccc2)c(C)c1N	i	-6	-9	-7	i	5	-2	2	-5
Cc1ccc(NC(=O)Cn2ncc3c([nH]c4ccccc43)c2=O)cc1Cl	i	-6	-3	-17	i	3	4	-2	21
CC(=O)C(C)Oc1ncn(-c2ccccc2)n1 (centres undefined)	i	-5	-2	0	i	-3	-3	1	-6
COc1ccc(N2C(=O)c3ccccc3NC(=O)C2C(=O)Nc2ccc3c(c2)OCCO3)cc1 (centres undefined)	.	.	1	.	i	-7	0	.	.
Cc1cc(NC(=O)c2ccc(C)c([N+](=O)[O-])c2)no1	i	1	3	3	i	0	1	0	1
CC(=O)Cc1nsc(NC(=O)c2ccc(-c3ccc(Cl)cc3Cl)o2)n1	i	7	0	-4	i	-9	0	-1	-3
O=C(O)/C=C/C(=O)NNc1ccc([N+](=O)[O-])cc1	i	-13	-2	4	i	17	-2	-1	-5
CSCC[C@H](N)C(=O)N1CCC(C(=O)N[C@H](C)C(=O)NC(C)c2ccccc2)CC1 (some centres undefined)	i	-6	-1	19	i	1	-4	-2	2

New compounds follow
Structure	Rpn11 inh	FAS TE block	CSN deneddyl inh	PABP1 MLLE inh	Neddylation inh	SKN-1 block	MT1-MMP act inh	Rin1 Abl inh	NadD block
Cc1ccccc1NC(=S)N(CCN(C)C)C(C)c1ccccn1 (centres undefined)	i	-9	2	1	i	2	-1	-3	-9
c1ccc(-n2nnnc2Sc2n[nH]c(-c3ccncc3)n2)cc1	i	-5	3	4	i	19	-5	-1	2
COc1ccc(CC(=O)OCC(=O)c2ccc(F)cc2)cc1	i	5	-1	-2	i	8	6	3	-3
CC(=O)Nc1ccc(S(=O)(=O)NCc2nc(-c3ccccc3C)no2)cc1	i	-5	2	5	i	-6	3	.	-6
COc1nc2c(c(-c3cc(Br)cs3)c1C#N)Cc1ccccc1-2	i	29	-2	-1	i	-2	1	1	2
Cc1cccc(NC(=O)CSCC(=O)NCc2ccco2)c1	i	-2	0	-20	i	6	-3	4	-1
COCCCNC(=O)c1cc(Sc2nnc(C)s2)nc2ccccc12	i	-5	1	-6	i	-4	4	-1	-2
c1ccc(Sc2ccncc2)cc1	i	-5	2	37	i	18	1	2	0
COc1ccc(CC(=O)Nc2nc(-c3ccc(F)c(F)c3)cs2)cc1	i	36	-2	-8	i	0	2	1	-11
O=C(NCC[C@@H]1CC[C@@H](NC(=O)c2cnccn2)[C@@H](CO)O1)c1ccc2c(c1)OCO2	.	.	3	.	i	1	2	.	.
COc1ccc(Cc2nc3ccc(C(=O)NCCn4cccn4)cc3o2)cc1	i	-2	1	-10	i	-8	-4	-1	-6
N#Cc1ccccc1OCC(=O)NNC(=O)CCNC(=O)c1ccccc1	i	-8	-2	13	i	-11	0	-1	-2
Cc1cc(-c2nc(C)c(C(=O)NNS(=O)(=O)c3cccc(C(F)(F)F)c3)s2)no1	i	-2	4	-4	i	-1	-2	2	-1
COC(=O)c1ccc2c(=O)[nH]c(CSc3nc(C)cs3)nc2c1	i	-3	2	19	i	-1	-3	-3	3
Cn1c(=O)c(Oc2cc(Cl)cc(Cl)c2)nc2ccccc21	i	-2	-11	-5	i	11	-6	3	-8
